Runt-SMMHC FRET: inhibitors of RUNX1 Runt–CBFb-SMMHC binding, primary screen, biochemical, FRET, Cerulean-Runt, Venus-CBFb-SMMHC, uHTS | Runt-related transcription factor 1 (Homo sapiens) + Core-binding factor subunit beta … | Cerulean-Runt/Venus-CBFb-SMMHC FRET ratio 530/480, 1 h | inhibition, % at 20 µM | 220,000 tested, 0.74% active;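 active means mean inhibition across duplicate retests at 20 µM reaching about 50%, limit read from the data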;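 further: 0% = DMSO wells and 100% = wells with excess untagged CBFb-SMMHC; inhibitors lower the FRET ratio by blocking Runt binding to CBFb-SMMHC; some results filed as inactive read as strong as hits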
Mdm2 ligase inh: MDM2-luciferase reporter signal enhancers, primary screen, MDM2 E3 ligase inhibitor project, cell-based, luminescence, 1536-well; E3 ubiquitin-protein ligase Mdm2 (Homo sapiens), Q00987; cell-based MDM2 ubiquitination luciferase reporter, 2 h; 0 = plate control, 100 = twice control, blank-subtracted; signal enhancement, % at 5 µM; 210,000 tested, 0.11% active; AID 1230, 2008;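 active means signal enhancement of 30% or more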;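 further: luminescence tracks abundance of the self-degrading MDM2-luciferase fusion protein; higher signal means inhibition of MDM2 E3 ligase activity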
Target sequence (Q00987 whole entry, looked up, the tested form may be a part): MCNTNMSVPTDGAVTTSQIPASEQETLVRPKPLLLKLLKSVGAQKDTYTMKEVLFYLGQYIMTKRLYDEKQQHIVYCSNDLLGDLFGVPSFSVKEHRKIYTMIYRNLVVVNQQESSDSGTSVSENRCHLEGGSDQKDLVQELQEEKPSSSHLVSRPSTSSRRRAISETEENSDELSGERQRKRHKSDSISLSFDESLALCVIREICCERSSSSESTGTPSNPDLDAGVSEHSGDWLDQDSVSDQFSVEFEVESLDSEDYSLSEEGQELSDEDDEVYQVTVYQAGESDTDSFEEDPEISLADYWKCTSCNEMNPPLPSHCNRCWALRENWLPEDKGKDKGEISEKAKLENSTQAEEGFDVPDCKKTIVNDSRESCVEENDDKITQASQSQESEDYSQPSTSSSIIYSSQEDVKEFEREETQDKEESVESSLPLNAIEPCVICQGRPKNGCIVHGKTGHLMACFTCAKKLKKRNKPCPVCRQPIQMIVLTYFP
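Assay system: mammalian cells stably expressing self-ubiquitinating, self-degrading MDM2 E3–luciferase fusion. Quantity: 2000 cells in each well. Medium: DMEM culture medium. Compound dosing: single-point 5 µM. Timing: cell settling 4 h, compound treatment 2 h, both 37 °C. Technique: luciferase luminescence. Read-out basis: percent signal gain over controls, blank-subtracted. Benchmarks: plate controls and plate blanks.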
Hck Nef HTS: inhibitors of Nef-activated human Hck kinase, primary screen, biochemical, Z-Lyte FRET, 384-well, Hck-YEEI | Recombinant Hck-YEEI plus Nef, Z-Lyte FRET kinase assay | Tyrosine-protein kinase HCK (Homo sapiens), P08631 | inhibition, % at 20 µM | 220,000 tested, 0.68% active;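 active means Hck-Nef kinase inhibition above about 50%, limit read from the data; inactive means inhibition below that limit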;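 further: 0% = DMSO with Hck plus Nef and 100% = Hck alone without Nef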
Runt-CBFb FRET: inhibitors of RUNX1 Runt–CBFb binding, primary screen, biochemical, FRET, Cerulean-Runt, Venus-CBFb, uHTS; Cerulean-Runt/Venus-CBFb FRET ratio 530/480, 1 h; inhibition, % at 20 µM; 220,000 tested, 0.46% active; AID 1496, 2009;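 active means inhibition over about 50% at 20 µM in the single-dose screen, limit read from the data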;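 further: 0% = DMSO wells and 100% = excess unlabeled CBFb competitor control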
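test system = Cerulean-tagged RUNX1 Runt domain (FRET donor) fusion protein | reagent = Venus-CBFb binding partner, 100 nM | incubation = protein complex preformed 1 h, compound exposure 1 h, room temperature, dark | detection = FRET fluorescence | read-out basis = loss of energy transfer signal | controls = 5 µM unlabeled CBFb as full-inhibition high control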
RBBP9 inhibitor: human RBBP9 inhibitors, primary screen, biochemical, fluorescence polarization, FP-Rh probe, HTS; Serine hydrolase RBBP9 (Homo sapiens), O75884; recombinant RBBP9; inhibition, % at 7.94 µM; 220,000 tested, 0.2% active; AID 1515, 2009;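 active means inhibition above the campaign mean of all tested compounds plus 3 SD, cut at about 14% in these data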;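 further: plate controls were DMSO wells with RBBP9 for no effect and wells lacking RBBP9 protein for full effect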
Target sequence (O75884 whole entry, looked up): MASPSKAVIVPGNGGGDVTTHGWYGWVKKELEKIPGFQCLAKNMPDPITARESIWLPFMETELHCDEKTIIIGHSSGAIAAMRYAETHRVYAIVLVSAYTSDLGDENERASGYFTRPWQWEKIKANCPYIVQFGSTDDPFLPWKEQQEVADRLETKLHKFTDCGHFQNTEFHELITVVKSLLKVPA
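Measured by – fluorescence polarization · Test system – RBBP9 protein · Input – 2.5 µM RBBP9 dispensing solution, before mixing · Measure – percent inhibition from mP, scaled between DMSO and no-protein wells · Benchmarks – DMSO-treated enzyme wells and wells lacking RBBP9 · Times – preincubation 30 min plus labeling 45 min at 25 °C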
NPY-Y1 antag: NPY-Y1 receptor antagonists, primary screen, cell-based. 200,000 tested, 1% active. Neuropeptide Y receptor type 1 (Homo sapiens), P25929. AID 1040, 2008. HEK293-CNG Y1 cells, membrane potential fluorescence; NPY at EC95, then isoproterenol. inhibition, % at 3.6 µM;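 active means inhibition above the campaign mean inhibition of all tested compounds plus 3 SD, cut at about 20% in these data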;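 further: 0% = DMSO wells given NPY plus isoproterenol and 100% = isoproterenol alone without NPY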
Target sequence (P25929 whole entry, looked up): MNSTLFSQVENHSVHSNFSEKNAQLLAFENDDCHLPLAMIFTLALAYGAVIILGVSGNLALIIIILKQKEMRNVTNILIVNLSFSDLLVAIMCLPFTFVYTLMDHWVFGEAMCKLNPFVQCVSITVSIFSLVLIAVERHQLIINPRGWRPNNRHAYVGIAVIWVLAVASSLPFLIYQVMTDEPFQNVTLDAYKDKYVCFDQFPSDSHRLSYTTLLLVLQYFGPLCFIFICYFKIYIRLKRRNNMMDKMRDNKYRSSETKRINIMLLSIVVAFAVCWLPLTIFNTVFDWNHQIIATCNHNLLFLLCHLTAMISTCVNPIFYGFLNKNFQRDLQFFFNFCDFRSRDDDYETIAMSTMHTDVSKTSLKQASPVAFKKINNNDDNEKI
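material = HEK293 cells with Y1 receptor plus CNG channel | also added = NPY 25 nM then isoproterenol 1 µM plus Ro 20-1724 25 µM | schedule = dye 3 h, compound 60 min room temperature, stimulation 45 min | measured by = membrane potential fluorescence | benchmarks = high control isoproterenol alone, low control NPY with isoproterenol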
NPY1 pot ag: NPY-Y1 receptor potentiators or agonists, primary screen, cell-based | NPY-Y1 expressing cells, potentiator/agonist activation | activation, % at 3.6 µM | 220,000 tested, 0.37% active; in the data active means activation above about 33%, passing the limit was not always enough;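 further: cells stimulated with NPY at EC10 then isoproterenol at EC100; 0% = low agonist plus stimulus and 100% = saturating agonist plus stimulus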
p97 inhibitor: inhibitors of human p97 ATPase, primary screen, biochemical; recombinant p97 ATPase, Kinase-Glo ATP luminescence, 3 h; inhibition, % at 8 µM; 220,000 tested, 0.42% active; AID 1481, 2009; in the data active means inhibition above about 15%;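 further: 0% = DMSO vehicle and 100% = wells lacking enzyme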
NPY2 pot ag: NPY-Y2 potentiators or agonists, primary screen, cell-based | activation, % at 3.6 µM | 220,000 tested, 0.45% active | cells expressing NPY-Y2, potentiator/agonist read-out; in the data active means activation above about 27%;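 further: cells stimulated with NPY near EC25 plus isoproterenol at EC100; 0% = vehicle plus submaximal agonist and 100% = vehicle plus saturating agonist; some results beyond the cut were filed as inactive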
The depositor's hits bear a star.

For Cc1cnc(C(=O)Nc2nnc(C(C)C)s2)cn1 the results were Runt-SMMHC FRET -0.3, Mdm2 ligase inh -1.5, Hck Nef HTS -0.7, Runt-CBFb FRET 2.0, RBBP9 inhibitor -7.5, NPY-Y1 antag 2.0, NPY1 pot ag 1.8, p97 inhibitor -3.8 and NPY2 pot ag 3.5.
Screening N#CC(c1ccccc1)c1cccc(Cl)n1 (stereo unspecified) returned Runt-SMMHC FRET 2.1, Mdm2 ligase inh -16.9, Hck Nef HTS -18.9, Runt-CBFb FRET 2.6, RBBP9 inhibitor -7.3, NPY-Y1 antag -4.5, NPY1 pot ag -10.7, p97 inhibitor -1.1 and NPY2 pot ag -3.4.
For CCCN1CNC(=S)N(c2ccccc2OC)C1 the results were Runt-SMMHC FRET 3.8, Mdm2 ligase inh -5.6, Hck Nef HTS 3.1, Runt-CBFb FRET 0.5, RBBP9 inhibitor 1.3, NPY-Y1 antag -1.7, NPY1 pot ag -3.0, p97 inhibitor 4.2 and NPY2 pot ag 7.9.
Screening O=C(CCCC(=O)Nc1cccnc1)Nc1cccnc1 returned Runt-SMMHC FRET -5.6, Mdm2 ligase inh -2.6, Hck Nef HTS 0.4, Runt-CBFb FRET -7.4, RBBP9 inhibitor -7.9, NPY-Y1 antag -6.7, NPY1 pot ag -29.2, p97 inhibitor 0.7 and NPY2 pot ag 5.9.
Cc1nc(NCCc2ccccc2)c2oc3ccccc3c2n1 was read as Runt-SMMHC FRET 42.4, Mdm2 ligase inh -10.1, Hck Nef HTS 0.7, Runt-CBFb FRET -5.3, RBBP9 inhibitor -2.2, NPY-Y1 antag 11.2, NPY1 pot ag -32.1, p97 inhibitor 4.4 and NPY2 pot ag 4.7.
CCn1c(SCC(=O)Nc2c(C)n(C)n(-c3ccccc3)c2=O)nc2c1c(=O)n(C)c(=O)n2C was read as Runt-SMMHC FRET 3.2, Mdm2 ligase inh -15.8, Hck Nef HTS 18.3, Runt-CBFb FRET 0.2, RBBP9 inhibitor -0.1, NPY-Y1 antag 5.5, NPY1 pot ag 12.7, p97 inhibitor 3.0 and NPY2 pot ag 7.1.
`N#Cc1ccc(C(=O)OCC(=O)Nc2ccc(S(N)(=O)=O)cc2)cc1` gave Runt-SMMHC FRET -3.0, Hck Nef HTS 26.2, Runt-CBFb FRET 2.0, RBBP9 inhibitor -1.6, NPY1 pot ag 2.1, p97 inhibitor 4.1 and NPY2 pot ag -2.0.
`CCOC(=O)N1CCN(C(=O)COc2cc(C)c(Cl)c(C)c2)CC1` gave Runt-SMMHC FRET -4.1, Mdm2 ligase inh -12.1, Hck Nef HTS 20.3, Runt-CBFb FRET 0.9, RBBP9 inhibitor 1.5, NPY-Y1 antag 2.6, NPY1 pot ag 5.3, p97 inhibitor 2.3 and NPY2 pot ag 4.1.
`COc1ccc(C(=O)CN2C(=O)NC3(CCCc4ccccc43)C2=O)cc1OC` (stereo unspecified) gave Runt-SMMHC FRET -2.0, Hck Nef HTS -0.1, Runt-CBFb FRET -5.5, RBBP9 inhibitor 7.0, NPY-Y1 antag 3.5, NPY1 pot ag -11.9, p97 inhibitor 4.3 and NPY2 pot ag 8.6.
Screening COc1ccc(/C=C/C(=O)Nc2nc(N)n(-c3ccccc3)n2)cc1 returned Runt-SMMHC FRET 2.4, Mdm2 ligase inh -5.1, Hck Nef HTS -0.8, Runt-CBFb FRET -2.3, RBBP9 inhibitor 6.3, NPY-Y1 antag 7.8, NPY1 pot ag -14.8, p97 inhibitor 5.3 and NPY2 pot ag -5.1.
For COc1ccc(S(=O)(=O)N2CCC(CN3C(=O)c4cccc5cccc(c45)C3=O)CC2)cc1 the results were Runt-SMMHC FRET -3.3, Mdm2 ligase inh -2.3, Hck Nef HTS 0.0, Runt-CBFb FRET 2.3, RBBP9 inhibitor -4.6, NPY-Y1 antag 6.2, NPY1 pot ag -47.7, p97 inhibitor 5.8 and NPY2 pot ag -5.2.
`Nc1ncnc(Nc2cc(C(F)(F)F)cc(C(F)(F)F)c2)n1` gave Runt-SMMHC FRET 1.0, Mdm2 ligase inh -10.4, Hck Nef HTS 25.7, Runt-CBFb FRET 2.1, RBBP9 inhibitor 0.7, NPY1 pot ag 1.7, p97 inhibitor 3.8 and NPY2 pot ag 11.4.
For C=CCc1cc(Cl)ccc1OCCCNC(C)C the results were Runt-SMMHC FRET 1.6, Mdm2 ligase inh -17.4, Hck Nef HTS -0.3, Runt-CBFb FRET -2.9, RBBP9 inhibitor -8.8, NPY-Y1 antag 3.9, NPY1 pot ag -32.3, p97 inhibitor 1.1 and NPY2 pot ag -10.4.
Screening CCOC(=O)N1CCc2c(sc(NC(C)=O)c2C(N)=O)C1 returned Hck Nef HTS 2.1, RBBP9 inhibitor -6.0, NPY-Y1 antag 1.5, NPY1 pot ag -6.8, p97 inhibitor 0.3 and NPY2 pot ag -2.2.
Screening Cc1c(C)c2cc(Cl)c(O)c(CN3CCCCC3)c2oc1=O returned Runt-SMMHC FRET 88.7*, Mdm2 ligase inh -2.7, Hck Nef HTS 66.9*, Runt-CBFb FRET 35.1, RBBP9 inhibitor -5.0, NPY-Y1 antag -0.6, NPY1 pot ag -26.1, p97 inhibitor 1.0 and NPY2 pot ag -3.7.
For [O-][n+]1ccccc1SC/C=C/c1ccccc1 the results were Runt-SMMHC FRET -0.9, Mdm2 ligase inh -16.1, Hck Nef HTS 19.4, Runt-CBFb FRET 1.4, RBBP9 inhibitor -5.3, NPY-Y1 antag -0.8, NPY1 pot ag 11.7, p97 inhibitor -4.4 and NPY2 pot ag 11.7.
Screening CSCCC(NC(=O)c1cc(C(C)(C)C)oc1C)C(=O)O (stereo unspecified) returned Runt-SMMHC FRET 3.1, Mdm2 ligase inh -14.5, Hck Nef HTS -0.3, Runt-CBFb FRET 1.1, RBBP9 inhibitor -6.4, NPY-Y1 antag 1.4, NPY1 pot ag 2.0, p97 inhibitor -2.0 and NPY2 pot ag -25.0.
For N#C/C(=C\c1ccncc1)c1nc2ccccc2o1 the results were Runt-SMMHC FRET 4.4, Mdm2 ligase inh 1.3, Hck Nef HTS 23.4, Runt-CBFb FRET 2.4, RBBP9 inhibitor 3.0, NPY1 pot ag 7.6, p97 inhibitor 5.1 and NPY2 pot ag -30.7.
`COc1ccc2[nH]c3c(=O)n(CCCCCC(=O)NCCC(C)C)c(=S)[nH]c3c2c1` gave Runt-SMMHC FRET 1.8, Mdm2 ligase inh -15.9, Hck Nef HTS 29.2, Runt-CBFb FRET 2.6, RBBP9 inhibitor -4.5, NPY-Y1 antag -0.7, NPY1 pot ag -18.8, p97 inhibitor 0.9 and NPY2 pot ag -17.2.
COc1ccc(Cl)cc1C(=O)NCCN(C)C was read as Runt-SMMHC FRET 0.9, Mdm2 ligase inh 4.9, Hck Nef HTS -11.2, Runt-CBFb FRET -1.4, RBBP9 inhibitor -7.2, NPY-Y1 antag 4.3, NPY1 pot ag -5.0, p97 inhibitor -0.4 and NPY2 pot ag 1.8.
CCc1nc2ccc(C(=O)O)cc2nc1CC was read as Runt-SMMHC FRET 0.7, Mdm2 ligase inh -5.9, Hck Nef HTS 2.9, Runt-CBFb FRET -4.9, RBBP9 inhibitor -7.8, NPY-Y1 antag 1.0, NPY1 pot ag -8.0, p97 inhibitor 4.7 and NPY2 pot ag 0.9.
`Nc1sc2c(c1C(=O)c1ccccc1)CCCC2` gave Runt-SMMHC FRET 5.5, Mdm2 ligase inh -20.8, Hck Nef HTS 2.1, Runt-CBFb FRET 7.2, RBBP9 inhibitor 0.5, NPY-Y1 antag -1.0, NPY1 pot ag 0.4, p97 inhibitor 0.0 and NPY2 pot ag 8.9.
Nc1nc(CN2CCCCCC2)nc(Nc2ccc(F)cc2)n1 was read as Runt-SMMHC FRET -0.7, Mdm2 ligase inh -2.1, Hck Nef HTS -0.5, Runt-CBFb FRET -0.1, RBBP9 inhibitor -11.0, NPY-Y1 antag -3.6, NPY1 pot ag -24.7, p97 inhibitor -6.2 and NPY2 pot ag -1.8.
`O=c1c2ccccc2[nH]c(=S)n1C1CCCCC1` gave Runt-SMMHC FRET 1.8, Mdm2 ligase inh 2.1, Hck Nef HTS 1.2, Runt-CBFb FRET 1.0, RBBP9 inhibitor -5.6, NPY-Y1 antag -4.2, NPY1 pot ag -4.6, p97 inhibitor 4.2 and NPY2 pot ag -18.0.
Screening O=C(O)c1ccc(Cn2cc(C(F)(F)F)ccc2=O)cc1 returned Runt-SMMHC FRET -2.8, Mdm2 ligase inh -3.3, Hck Nef HTS 5.1, Runt-CBFb FRET -0.1, RBBP9 inhibitor 1.6, NPY-Y1 antag -0.4, NPY1 pot ag 1.1, p97 inhibitor 5.2 and NPY2 pot ag 1.0.
Cc1ccc(OCC(=O)N2CCN(c3ccc([N+](=O)[O-])c(N4CCOCC4)c3)CC2)cc1 was read as Runt-SMMHC FRET -1.5, Mdm2 ligase inh -6.2, Hck Nef HTS 1.3, Runt-CBFb FRET -4.6, RBBP9 inhibitor -3.8, NPY-Y1 antag 5.7, NPY1 pot ag -0.8, p97 inhibitor 4.2 and NPY2 pot ag -15.2.
Screening COc1ccc(C(=O)N2CCc3cc(OC)c(OC)cc3C2c2cccc([N+](=O)[O-])c2)cc1 (stereo unspecified) returned Runt-SMMHC FRET -6.1, Mdm2 ligase inh -11.2, Hck Nef HTS 1.0, Runt-CBFb FRET 0.7, RBBP9 inhibitor 3.4, NPY-Y1 antag -3.2, NPY1 pot ag -13.2, p97 inhibitor 0.5 and NPY2 pot ag -7.7.
Screening CC1CCN(S(=O)(=O)c2ccc(NC(=O)CN3CCN(C)CC3)cc2)CC1 returned Runt-SMMHC FRET 5.1, Mdm2 ligase inh -10.0, Hck Nef HTS -0.3, Runt-CBFb FRET 2.0, RBBP9 inhibitor 2.2, NPY-Y1 antag -0.9, NPY1 pot ag 5.4, p97 inhibitor -2.2 and NPY2 pot ag -2.1.
